# Source: PubChem
# Sm TGR inh – qHTS Assay for the Inhibitors of Schistosoma Mansoni Peroxiredoxins; Schistosoma mansoni thioredoxin glutathione reductase (TGR), Q962Y6; purified TGR, DTNB reduction, TNB absorbance 405 nm; Potency, µM (highest dose often 114 µM), inactives show top-dose activity change, negative = inhibition, most hits filed as inhibitors; 3% of 360,000 active; AID 485364, 2010; also: potency is read from the fitted curve at half-maximal effect; nearly all actives have a fitted effect of over 60% in size
#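 Kinetic colorimetric format: TGR-catalysed, NADPH-driven DTNB reduction monitored via TNB absorbance. Enzyme dispensed at 20 nM; compound exposure 15 min at room temperature before reaction start.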
# HCMV antiviral – qHTS Assay for inhibitors of the human cytomegalovirus (HCMV). 4.5% of 410,000 active. HFF cells, HCMV-luciferase reporter, 72 h; hits give low values. AID 1259415, 2018. activity change, negative = inhibition, % at 57.5 µM; in the data active = activity change below about -60%; inconclusive = no clear call, values can overlap the other calls; inactive = above about -39%
#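 Two-dose cell screen: HFF monolayers treated with compounds and infected with luciferase-expressing HCMV at 1 PFU/cell, 72 h at 37C, then lysed for luciferase measurement.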
# AmpC no deterg – qHTS Inhibitors of AmpC Beta-Lactamase (assay without detergent). P00811. AmpC nitrocefin hydrolysis, absorbance 480 nm, 0.0001% Triton. Potency, µM (titrated, usually from 57.1 µM), for the others: at the highest dose activity change, negative = inhibition, most hits filed as inhibitors. 0.52% of 330,000 active. AID 485341, 2010;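 also: potency is read from the fitted curve at half-maximal effect; plate controls were no compound for no effect and no enzyme for full effect; nearly all actives have a fitted effect of over 20% in size; some results filed as inactive show a strong effect at the top dose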
# Target sequence (P00811 whole entry, looked up): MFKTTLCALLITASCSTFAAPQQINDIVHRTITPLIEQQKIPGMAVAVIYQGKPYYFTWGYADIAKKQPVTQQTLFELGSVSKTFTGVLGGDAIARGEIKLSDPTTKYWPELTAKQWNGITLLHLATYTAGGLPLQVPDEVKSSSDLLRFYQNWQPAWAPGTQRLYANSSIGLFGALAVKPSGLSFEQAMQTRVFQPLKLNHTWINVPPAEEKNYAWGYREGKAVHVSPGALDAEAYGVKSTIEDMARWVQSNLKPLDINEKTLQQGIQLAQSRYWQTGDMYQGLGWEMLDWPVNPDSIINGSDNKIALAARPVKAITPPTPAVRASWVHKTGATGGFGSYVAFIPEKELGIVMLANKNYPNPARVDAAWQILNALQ
#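 20 mM phosphate pH 7.0 + 0.01% (detergent screen) or 0.0001% Triton X-100; 5.3 nM AmpC reagent; cpd preinc 15 min RT; nitrocefin (800 uM stock) to start; A480 q20 s × 4 min; Activity was normalised to no-enzyme and no-compound control wells.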
# AmpC detergent – qHTS Inhibitors of AmpC Beta-Lactamase (assay with detergent); P00811; AmpC hydrolysis of nitrocefin, absorbance 480 nm, 0.01% Triton; Potency, µM (titrated, usually from 114 µM), for the others: at the top dose activity change, negative = inhibition, usual class: inhibitors; 0.041% of 370,000 active; AID 485294, 2010;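 also: potency is read from the fitted curve at half-maximal effect; 0% = no-compound wells and -100% = no-enzyme wells; nearly all actives have a fitted effect of over 25% in size; some results filed as inactive show a strong effect at the top dose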
#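 AmpC (5.3 nM in the dispensed reagent) in 20 mM phosphate pH 7.0 with 0.01% (detergent screen) or 0.0001% Triton X-100 was preincubated with compounds for 15 min at room temperature. Nitrocefin was then added from an 800 uM solution, and hydrolysis was followed at 480 nm.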
# FBPA Giardia inh – qHTS Assay for Inhibitors of Fructose-1,6-bisphosphate Aldolase from Giardia Lamblia | A8B2U2 | purified Giardia FBPA | Potency, µM (top dose mostly 59.6 µM), inactives show at the top dose activity, negative = inhibition, actives largely listed as inhibitors | 0.71% of 290,000 active; also: potency is read from the fitted curve at half-maximal effect; nearly all actives have a fitted effect of over 55% in size
# Target sequence (A8B2U2 whole entry, looked up): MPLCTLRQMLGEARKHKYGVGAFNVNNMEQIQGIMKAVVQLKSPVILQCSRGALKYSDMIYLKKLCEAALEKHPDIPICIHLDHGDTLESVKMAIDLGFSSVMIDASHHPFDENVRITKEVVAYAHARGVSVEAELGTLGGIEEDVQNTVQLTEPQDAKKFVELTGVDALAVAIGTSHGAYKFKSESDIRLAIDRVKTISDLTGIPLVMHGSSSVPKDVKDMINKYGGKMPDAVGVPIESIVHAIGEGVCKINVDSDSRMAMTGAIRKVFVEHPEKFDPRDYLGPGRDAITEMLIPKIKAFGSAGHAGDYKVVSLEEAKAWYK
#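 Giardia FBPA (40 nM reagent) was preincubated 10 min at RT with compound (up to 57.5 uM final), then substrate plus GAPDH/TPI/NAD/arsenate coupling system with diaphorase/resazurin was added; resorufin fluorescence (525/598 nm) was read after 20 min.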
# AMA1 RON2 block – qHTS for Inhibitors of AMA1-RON; Towards Development of Antimalarial Drug Lead: Primary Screen; AlphaScreen AMA1-biotinylated RON2 peptide binding; Potency, µM (top dose mostly 58.2 µM), for inactives: at the top dose activity change, negative = inhibition, usual class: inhibitors; 0.2% of 360,000 active;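 also: potency is read from the fitted curve at half-maximal effect; 0% = vehicle wells and -100% = peptide control; nearly all actives have a fitted effect of over 45% in size; some results filed as inactive show a strong effect at the top dose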
#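 AMA1 (3D7) with his tag at 25 nM final met compounds first, then biotinylated RON2 peptide at 25 nM; detection used donor plus acceptor beads, 10 µg/mL apiece, read by AlphaScreen after 30 min at room temperature.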
# An asterisk follows results filed as active; ? = inconclusive; . = not tested or not shown; & = joins results of further samples; [ ] = remark or other dose. Unless noted, calls follow the shape of the dose curve; as a rule, active = well fitted curve in the direction sought with a large enough effect; inconclusive = small, poorly fitted or top-dose-only effect, or another doubt; inactive = no such curve, though single readings can be large; an effect the other way counts as inactive or inconclusive. Unless noted, % is scaled to controls: 0 for no effect and ±100 for the full control effect.
SMILES,Sm TGR inh,HCMV antiviral,AmpC no deterg,AmpC detergent,FBPA Giardia inh,AMA1 RON2 block
O=C1CCCC/C1=N\Nc1ccc(C2CCCCC2)cc1,-13%,.,0%,-3%,-23%,.
COC(=O)c1ccc2c(=O)n(CCCCCC(=O)N3CCN(c4ccc(OC)cc4)CC3)c(=O)[nH]c2c1,6%,64,.,7%,.,.
CC(C)c1cc(C(=O)N2CCCC(Nc3ccc(F)cc3)C2)n[nH]1 (stereo unspecified),-18%,0,2%,-9%,-2%,-4%
CN(C)CC1CCCCC1=O (stereo unspecified),11µM*,25,-1%,1%,-6%,8%
O=C1N(Cc2cccc(Cl)c2)C[C@@H]2C[C@@H](c3c[nH]c4ccccc34)N3CCC[C@@]123,?,19,28%,2%,?,2%
CCc1c(C)nc2nncn2c1NCc1ccc(Cl)cc1,4%,-69*,.,14%,.,.
O=C(C/C(=N\NC(=O)c1ccccc1Br)C(F)(F)F)c1cccs1,-29%,?,-19%,-4%,13%,32%[activator]
CC(C)(C)C1CCc2c(sc(NC(=O)Cn3nnc(-c4ccccc4Cl)n3)c2C#N)C1 (stereo unspecified),1%,-8,.,?,.,.
COc1cc(NC(=O)Cn2nc(C(F)(F)F)c(Br)c2C)cc([N+](=O)[O-])c1,9%,-96*,-38%,-13%,2%,3%
Cc1nc(Cl)sc1C(=O)Nc1cc(F)cc(F)c1,0%,-18,-57%,-9%,-4%,0%
O=C(Nc1ccc(C(=O)N2CCOCC2)cc1)c1cc(-c2cccnc2)nc2ccc(Cl)cc12,-1%,-69*,190%[activator],-9%,-1%,1%
Cc1c(C(C)(C)C)sc(=NC(=O)c2ccccc2O)n1C,2%,40,-24%,4%,4%,-3%
O=C(NCCCn1ccnc1)c1ccc(N2CCCCC2)c([N+](=O)[O-])c1,29%,-14,-5%,10%,1%,-7%
CCCC(=O)Nc1nnc(CCOC)s1,2%,2,-9%,3%,11%,77%[activator]
CCCC(=O)NC1C2CC3CC(C2)CC1C3 (stereo unspecified),11%,17,-19%,-2%,-1%,-5%
NC(=O)c1c(NC(=O)CSc2nnc(-c3ccco3)n2N)sc2c1CCCC2,11µM*,35,-9%,-12%,?,-5%
COc1ccc(Cl)cc1NC(=O)c1cc(C)nc2c1c(C)nn2-c1ccccc1,-4%,1,.,-1%,.,.
Cn1cnnc1SCC(=O)N1CCN(C(=O)c2ccco2)CC1,-5%,-21,-23%,2%,-15%,-5%
CCOC(=O)C(C)Sc1nnc(CNC(=O)c2ccc(OC)cc2)n1C1CCCCC1 (stereo unspecified),-10%,-23,138%[activator],?,0%,-8%
O=[N+]([O-])c1ccc(-c2cnc(SCc3ccccc3Cl)[nH]2)cc1,-20%,20,-36%,-2%,1%,-17%
COc1cc(Cl)c(C)cc1NC(=O)c1cc2ccc3cccnc3c2[nH]1,2%,110,.,22%,.,.
Cc1ccc(Nc2ccc(C(N)=O)cc2[N+](=O)[O-])cc1C,-6%,?,-35%,-20%,6%,-18%
CC(C)NC(=O)CN1CCN(c2ncccn2)CC1,-20%,0,24%,0%,-29%,?
Cc1ccccc1CSCC(=O)c1c(N)n(C)c(=O)n(C)c1=O,-14%,55,1%,-5%,-2%,11%
Cc1cccc(NC(=O)CN2C(=O)C(C)Oc3ccccc32)n1 (stereo unspecified),-1%,-34,-24%,3%,-1%,12%
CCC1=C(OC(=O)N(CC)CC)N2C(=O)OC(=NCC(=O)OC)[C@]2(Cc2ccccc2)[C@H]2C1=CC[C@H]1C(=O)N(C)C(=O)[C@H]12,?,9,185%[activator],-6%,0%&8%,15%
CCOc1ccc(C(=O)NC2CC(=O)N(c3ccc4c(c3)OCCO4)C2)cc1 (stereo unspecified),-17%,-24,-12%,-12%,.,13%
CC(CCc1ccccc1)NC(=O)Cc1ccccc1 (stereo unspecified),2%,1,-3%,-12%,1%,-8%
CN(C)c1cccc(C(=O)Nc2ccc(N3CCOCC3)cc2)c1,-21%,-8,-17%,-5%,-3%,-15%
O=C1[C@@H]2[C@H](C(=O)N1n1cnnc1)[C@H]1C=C[C@@H]2C1,0%,35,2%,-11%,-1%,6%
COc1ccccc1-c1cc(C(=O)N/N=C/c2ccc(C)o2)c2ccccc2n1,-36%,-25,13%,4%,3%,67%[activator]
O=C(NCC1CCCN(Cc2ccccc2F)C1)c1cccc(C(F)(F)F)c1 (stereo unspecified),-3%,?,21%,5%,2%,1%
Cc1cccc(C)c1N1CCN(C(=O)N2CCCCC2)CC1,.,-24,61%[activator],2%,2%,4%
O=C(COc1ccc(Cl)cc1)Nc1nnc(S(=O)(=O)N2CCc3ccccc32)s1,-4%,150,.,6%,.,.
COc1ccc(CS(=O)(=O)c2nc(C)cc(C)c2S(C)(=O)=O)cc1,-30%,-23,-14%,?,-1%,9%
CC(=O)c1ccc(OC(=O)CCc2ccccc2)cc1,-18%,12,-15%,-16%,7%,1%
O=C(NCc1ccccc1)c1nc(S(=O)(=O)Cc2ccc(F)cc2)ncc1Cl,5µM*,-98*,.,-7%,.,.
CC(=O)Cc1nsc(NC(=O)c2ccc(COc3ccccc3)o2)n1,45µM*,-8,-29%,1%,11%,6%
COc1cc(OC)c(NC(=O)c2c(C)oc3ncnc(N4CCCCC4)c23)cc1Cl,2%,-7,.,21%,.,.
C=CCNC(=O)c1cc(-c2ccc(Br)cc2)on1,-7%,104,-12%,-11%,7%,-2%

# Some values from above.
# AMA1 RON2 block with CC(=O)Cc1nsc(NC(=O)c2ccc(COc3ccccc3)o2)n1 : 6%
# AmpC detergent with COc1ccccc1-c1cc(C(=O)N/N=C/c2ccc(C)o2)c2ccccc2n1 : 4%
# FBPA Giardia inh with Cc1cccc(NC(=O)CN2C(=O)C(C)Oc3ccccc32)n1 (stereo unspecified) : -1%

# Next entries follow.
SMILES,Sm TGR inh,HCMV antiviral,AmpC no deterg,AmpC detergent,FBPA Giardia inh,AMA1 RON2 block
CCOc1ccc2[nH]c(=O)c(CN(CCO)Cc3nnnn3CCc3ccccc3)cc2c1,-11%,21,72%[activator],-1%,-12%,0%
CC1=C(C(=O)OC(C)C)C(c2ccccc2)NC(=O)N1C (stereo unspecified),-6%,-7,3%,-10%,11%,2%
CC(NC(=O)CSc1n[nH]c(=O)n1C1CC1)C12CC3CC(CC(C3)C1)C2 (stereo unspecified),3%,37,-3%,?,-1%,-9%
CC(C)=CC(=O)O[C@@H]1Cc2c(ccc3ccc(=O)oc23)OC1(C)C,.,-17,10%,.,.,13%
CCOc1ccc(C(=O)Nc2ccc(C(=O)OCc3cc(=O)n4nc(CC)sc4n3)cc2)cc1,-1%,-1,.,-6%,.,.
Cc1ccc(N/N=C/c2c(C)c(C#N)c(=O)n(C)c2O)cc1C,.,4,9%,-8%,13µM*,0%
Cc1ccc(OCCn2nnc3ccccc32)cc1C,-15%,127,-16%,?,9%,9%
C=CCN(CC=C)C(=O)CN1C(=O)NC(C)(c2ccc3cc(OC)ccc3c2)C1=O (stereo unspecified),-3%,?,53%,0%,5%,-4%
COc1ccc(S(=O)(=O)NC(C)C(=O)Nc2cccc([N+](=O)[O-])c2)cc1 (stereo unspecified),1%,20,-20%,3%,12%,-3%
CCS(=O)(=O)c1ncc(Cl)c(C(=O)Nc2ccccc2OC)n1,0%,-20,-14%,-15%,16%,-8%
CN(C)C(/C=C/Nc1cccc([N+](=O)[O-])c1)=C(C#N)C#N,-1%,-30,1%,-5%,-18%,8%
Cc1nc(NC(=O)C2CC3CCCC(C2)C3=O)sc1C (stereo unspecified),8%,31,4%,-1%,-4%,-1%
COc1cc(C2C(C#N)=C(N)Oc3cc(O)ccc32)cc2c1OCO2 (stereo unspecified),0%,102,-21%,-6%,-7%,-9%
CC1(C)CC(=O)C=C(NCCN2CCN(C(=O)Cc3ccc(Cl)cc3)CC2)C1,-33%,15,153%[activator],?,-10%,10%
O=C(CCCN1CCC(NC(=O)c2ccccc2)CC1)c1ccc(Cl)cc1,7%,-12,-17%,?,3%,4%
Cc1ccc(SCc2ccc(C(=O)N3CCCC3)cc2)cc1,19%,28,1%[2.29 µM],4%,3%,12%
O=C(Nc1cccc(F)c1)Nc1ccnn1C1CCN(C(=O)c2cscn2)CC1,-6%,16,19%,5%,-7%,-1%
CCCC(=O)NC(=S)Nc1cccc(C(C)=O)c1,-6%,34,-21%,?,2%,15%
C=CCNc1ncnc2c1ncn2C1OC(CO)C(O)C1O (stereo unspecified),7%,-16,-3%,2%,-6%,-14%
Cc1ccc(NC(=O)C2Cc3ccccc3CN2C(=O)c2ccccc2)cc1Cl (stereo unspecified),-23%,16,-25%,?,?,-3%[11.6 µM]

# The list goes on; it opens with the 3 that closed the last part.
SMILES,Sm TGR inh,HCMV antiviral,AmpC no deterg,AmpC detergent,FBPA Giardia inh,AMA1 RON2 block
CCCC(=O)NC(=S)Nc1cccc(C(C)=O)c1,-6%,34,-21%,?,2%,15%
C=CCNc1ncnc2c1ncn2C1OC(CO)C(O)C1O (stereo unspecified),7%,-16,-3%,2%,-6%,-14%
Cc1ccc(NC(=O)C2Cc3ccccc3CN2C(=O)c2ccccc2)cc1Cl (stereo unspecified),-23%,16,-25%,?,?,-3%[11.6 µM]
CC(C)(C)CC(=O)Nc1cccc(-c2cn3cccnc3n2)c1,5%,39,-9%,-5%,1%,-3%
CN(C)S(=O)(=O)N1CCN(c2ccc(Cl)cc2)CC1,9%,-24,-12%,3%,4%,-6%
Cc1cc(C)c(NC(=O)CSc2nc3nc(C)cc(C)n3n2)c(C)c1,-12%,-8,.,-5%,.,.
CC(=O)Nc1ccc2ccccc2c1,-8%,.,-14%,2%,6%,32%
COc1cccc(CN(C)C(=O)C2CSC3(C)CCC(=O)N23)c1OC (stereo unspecified),-7%,-1,-5%,6%,.,-4%[11.6 µM]
Cc1cc(N(C)/N=C/c2ccccc2)nc(-c2ccccc2O)n1,14%,?,-13%,10%,-4%,90%[activator]
Cc1cc(=O)oc2c(CN(C)Cc3ccccc3)c(O)ccc12,15%,34,-21%,0%,-8%,8%
Cc1c(NS(=O)(=O)c2cccc3nsnc23)c(=O)n(-c2ccccc2)n1C,-4%,-18,-18%,-1%,0%,-8%[11.6 µM]
O=C(CSc1nnc(-c2ccco2)o1)Nc1ccccc1Cl,-2%,-35,-15%,7%,.,2%
O=C(CN1C(=O)c2ccccc2C1=O)N1CCN(c2ccccn2)CC1,-31%,-29,-8%,1%,3%,22%
CCOc1ccccc1NC(=O)c1cnccn1,-14%,-11,-17%,?,-9%,3%

# An excerpt from above with just AMA1 RON2 block, FBPA Giardia inh and Sm TGR inh:
Compound	AMA1 RON2 block	FBPA Giardia inh	Sm TGR inh
CC(=O)Cc1nsc(NC(=O)c2ccc(COc3ccccc3)o2)n1	6%	11%	45µM*
COc1cc(OC)c(NC(=O)c2c(C)oc3ncnc(N4CCCCC4)c23)cc1Cl	.	.	2%
